SK-BR-3 tox 24h – SK-BR-3 proliferation inhibitors, primary screen, cell-based, human, 24 h; viability, % at 10 µM; 41,000 tested, 0.47% active; SK-BR-3 viability, CellTiter-Glo ATP luminescence; active compounds read low;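 active = viability at or below the median of all test compounds minus 3 SD, in both replicates if run twice, cut at about 45% in these data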;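 also: 100% = median untreated cell wells and 0% = median positive control drug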
The depositor's hits bear a star. A portion of the library. The share of hits here may be higher or lower than overall.

Start of the data: the first 2 entries, to show the layout:
SMILES | SK-BR-3 tox 24h
CCOC(=O)CCNC(=O)Nc1ccc2nc(C)n(Cc3cccc(Cl)c3)c(=O)c2c1 | 95
CC1CCc2c(nc3ncnn3c2N2CCN(c3ccccc3)CC2)C1 (configuration not stated) | 79

Results, from the start:
SMILES | SK-BR-3 tox 24h
CCOC(=O)CCNC(=O)Nc1ccc2nc(C)n(Cc3cccc(Cl)c3)c(=O)c2c1 | 95
CC1CCc2c(nc3ncnn3c2N2CCN(c3ccccc3)CC2)C1 (configuration not stated) | 79
CC(=O)C1=C(C)N=c2s/c(=C/c3ccc4c(c3)OCO4)c(=O)n2C1c1ccc(N(C)C)cc1 (configuration not stated) | 83
CC(OC(=O)c1cc(=O)[nH]c2ccccc12)c1ccccc1 (configuration not stated) | 98
c1cncc(Nc2nc(-c3cccnc3)cs2)c1 | 96
Cc1ccc2cc(CN(CCO)Cc3nnnn3Cc3ccc(F)cc3)c(=O)[nH]c2c1 | 95
CN(C)c1nc(NS(=O)(=O)c2ccc(Cl)cc2)nc(N(C)C)n1 | 94
COc1cccc(/C=N/n2c(-c3ccco3)nc3ccccc3c2=O)c1 | 86
CN(CC(=O)Nc1cccnc1)S(=O)(=O)c1cc(Cl)ccc1Cl | 95
COc1ccc(C2CC(C(F)(F)F)n3ncc(C(=O)Nc4cccc(O)c4)c3N2)cc1OC (configuration not stated) | 106
CC(=O)N(Cc1cccnc1)Cc1cc2ccc(C)cc2[nH]c1=O | 102
COC(=O)c1ccccc1NC(=O)NC1CCN(Cc2ccccc2)CC1 | 91
Cc1cccc(N(Cc2nnc3n2CCCCC3)C(=O)Nc2ccccc2)c1 | 82
Cn1cccc1C(=O)NS(=O)(=O)c1ccccc1Cl | 109
CN(c1ccc(C(=O)NCc2ccncc2)cc1)S(C)(=O)=O | 81
CCOc1ccc(C2=CS/C(=C(\C#N)c3nnc4n3CCCCC4)N2CC)cc1 | 105
CC1(C)CC(=O)C2=C(C1)NC(SCC(=O)Nc1ccccc1)=C(C#N)C2c1ccco1 (configuration not stated) | 87
N#C/C(=C\C1CC=CCC1)c1nc2ccccc2[nH]1 (configuration not stated) | 79
Brc1ccc(-c2nnc(-c3ccccc3Br)o2)cc1 | 89
Cc1ccc2cccc(S(=O)(=O)Nc3c(C)n(C)n(-c4ccccc4)c3=O)c2n1 | 119
Cc1ccc(C)c(-c2nnc(OCC(=O)Nc3cc(C)on3)c3ccccc23)c1 | 80
CCOc1ccccc1-c1nc(-c2ccc(NC(=O)Cc3ccccc3OC)cc2)no1 | 88
CCC(=O)N1CCc2cc(Br)cc(S(=O)(=O)CCC(=O)NCC3CCCO3)c21 (configuration not stated) | 88
CC1Cc2ccccc2N1C(=O)CSc1nnc(-c2ccc(S(=O)(=O)N3CCCC3)cc2)o1 (configuration not stated) | 87
O=S(=O)(NCc1cn2ccccc2n1)c1cc(F)ccc1F | 84
Next entries.
SMILES | SK-BR-3 tox 24h
C=CCn1c(SCC(=O)Nc2cc(C)ccc2C)nnc1-c1cnccn1 | 91
COc1ccc(C(=O)NCCn2ccc3ccccc32)c(OC)c1 | 86
CCCC1Cc2c(sc3ncnc(N)c23)CO1 (configuration not stated) | 97
CCOC(=O)c1ccc(NS(=O)(=O)c2cc(-c3nnnn3CC)ccc2OC)cc1 | 102
COc1ccc(C2C(C(=O)NCc3ccco3)CCC(=O)N2c2ccc(OC)cc2)cc1 (configuration not stated) | 102
CN1CCN(CCCCC(=O)c2ccccc2)CC1 | 83
Cc1cc(OCC(=O)N2CCOCC2)ccc1NC(=O)C1CCCCC1 | 79
CCc1c(C)nc2cc(-c3ccc(OC)cc3)[nH]n2c1=O | 85
O=S(=O)(c1cccc(-c2cn3cc(Cl)ccc3n2)c1)N1CCOCC1 | 78
CCN(CC)C(=O)Cn1c(=O)n(-c2ccccc2)c(=O)n1CC(=O)N(CC)CC | 100
CCOc1cc(C(C#N)N2CCOCC2)ccc1OC (configuration not stated) | 93
O=C(CSc1nnc(-c2ccco2)n1CC1CCCO1)NC1CCCC1 (configuration not stated) | 82
c1ccc(-n2cnnc2SCc2cn3ccsc3n2)cc1 | 77
CC(=O)C1=C(C)Nc2ncnn2C1c1ccccc1OCc1ccccc1 (configuration not stated) | 93
COc1ccc2c(c1)CCCN2C(N)=O | 88
CCCc1cc(-c2n[nH]c(C)c2-c2ccc(C(=O)OCC)o2)c(O)cc1O | 73
Cc1ccc2[nH]c(=O)c(CN(CCN3CCOCC3)C(=O)Nc3ccccc3F)cc2c1 | 101
CS(=O)(=O)N1CCC(C(=O)NCCC2=CCCCC2)CC1 | 86
CN(C)Cc1c(C#N)c2ccccc2n1C | 100
Cn1c(=O)c2c(nc(CN3CCN(C(=O)c4ccco4)CC3)n2Cc2cccc(Cl)c2)n(C)c1=O | 77
O=C(NCc1ccco1)c1ccccc1Nc1ccc(F)cc1 | 111
CN(C)c1ccc(/C=c2\sc3n(c2=O)CCCN=3)cc1 | 92
Cc1nc2ccc(NC(=O)N3CCOCC3)cc2s1 | 85
CC(C)(Oc1ccc(CCNC(=O)c2ccc(Cl)cc2)cc1)C(=O)O | 102
COC(=O)C(C)N(C#N)c1nc(C)nc(C)n1 (configuration not stated) | 79

An excerpt of the results above:
SMILES | SK-BR-3 tox 24h
CCN(CC)C(=O)Cn1c(=O)n(-c2ccccc2)c(=O)n1CC(=O)N(CC)CC | 100
CCOc1cc(C(C#N)N2CCOCC2)ccc1OC (configuration not stated) | 93
O=C(CSc1nnc(-c2ccco2)n1CC1CCCO1)NC1CCCC1 (configuration not stated) | 82
c1ccc(-n2cnnc2SCc2cn3ccsc3n2)cc1 | 77
CC(=O)C1=C(C)Nc2ncnn2C1c1ccccc1OCc1ccccc1 (configuration not stated) | 93
COc1ccc2c(c1)CCCN2C(N)=O | 88
CCCc1cc(-c2n[nH]c(C)c2-c2ccc(C(=O)OCC)o2)c(O)cc1O | 73
Cc1ccc2[nH]c(=O)c(CN(CCN3CCOCC3)C(=O)Nc3ccccc3F)cc2c1 | 101
CS(=O)(=O)N1CCC(C(=O)NCCC2=CCCCC2)CC1 | 86
CN(C)Cc1c(C#N)c2ccccc2n1C | 100
Cn1c(=O)c2c(nc(CN3CCN(C(=O)c4ccco4)CC3)n2Cc2cccc(Cl)c2)n(C)c1=O | 77
O=C(NCc1ccco1)c1ccccc1Nc1ccc(F)cc1 | 111
CN(C)c1ccc(/C=c2\sc3n(c2=O)CCCN=3)cc1 | 92
Cc1nc2ccc(NC(=O)N3CCOCC3)cc2s1 | 85
CC(C)(Oc1ccc(CCNC(=O)c2ccc(Cl)cc2)cc1)C(=O)O | 102
COC(=O)C(C)N(C#N)c1nc(C)nc(C)n1 (configuration not stated) | 79

(next part)
SMILES | SK-BR-3 tox 24h
O=c1[nH]nc2n1CCCCC2 | 90
COc1ccc(OC)c2[nH]c(=O)c(CCNC(=O)CC(C)C)cc12 | 94
Cc1cc(NC(NC(=O)c2ccco2)(C(F)(F)F)C(F)(F)F)no1 | 99
Cc1nc(C)n(CC(O)COc2ccc3c(c2)CCC3)n1 (configuration not stated) | 91
CCCC(=O)Nc1cc(-c2nnc(OC)c3ccccc23)ccc1N1CCOCC1 | 92
CCOc1ccc(-c2noc(CCC(N)=O)n2)cc1OCC | 91
CCCOc1nc2c(c(=O)n(C)c(=O)n2C)n1Cc1cccc2ccccc12 | 72
O=C(NC1CCCc2ccccc21)C1CCN(c2c3c(nc4ncnn24)CCC3)CC1 (configuration not stated) | 94
O=C1NC(c2ccccc2)C(C(=O)c2cccs2)C(O)(C(F)(F)F)N1 (configuration not stated) | 107
O=C(CSc1nnc(-c2ccc(Cl)cc2)o1)N1CCN(c2ccccc2)CC1 | 87
COc1cccc(C(=O)N2CCN(Cc3cccc(F)c3)CC2)c1 | 88
CCOC(=O)CC(=O)Nc1nnc(CC(C)C)s1 | 99
COc1cccc(N2C(=O)CC(c3c[nH]c4ccccc34)C2=O)c1 (configuration not stated) | 84
Cc1cc(C(C)(C)C)cc(S(=O)(=O)NCCO)c1C | 92
CC1CN(S(=O)(=O)c2cccc(-c3cn4ccccc4n3)c2)CC(C)O1 (configuration not stated) | 77
COc1ccc(C2CC(=O)C(C=NCCCN3CCOCC3)=C(O)C2)cc1 (configuration not stated) | 115
Cc1ccc(C(=O)Nc2ccc3c(c2)OCO3)cc1S(=O)(=O)N1CCCCC1 | 83
CC/C(=C1/C(=O)CC(C)(C)C(C(=O)OC)C1=O)N1CCCC1 (configuration not stated) | 114
COc1ccc(N=C(C)C2=C(O)COC2=O)cc1 | 89
COC(=O)CCC(=O)Nc1ccc(Cl)c(Cl)c1 | 112
COc1ccc(CNC(=O)C2CCCN2C(=O)NC2CCCCC2)cc1 (configuration not stated) | 105
Cc1cccc2cc(CN(CC3CCCO3)C(=O)c3ccco3)c(=O)[nH]c12 (configuration not stated) | 85
COC(=O)COc1ccc(S(=O)(=O)NCCC2=CCCCC2)cc1C | 104
CCc1cc(=O)oc2cc(C)cc(OC(=O)c3ccco3)c12 | 101
Cn1c(C(=O)O)c(CC(=O)Nc2ccc3c(c2)OCCO3)c2ccccc21 | 77
(cont.)
SMILES | SK-BR-3 tox 24h
COc1ccc(OC)c(-c2cc(C(=O)Nc3c(C)n(C)n(-c4ccccc4)c3=O)no2)c1 | 90
Cc1nn2c(nc1=O)SCC(c1ccccc1)=N2 | 97
O=C(c1cnc(N2CCN(c3ncccn3)CC2)c2ccccc12)N1CCN(c2ccccn2)CC1 | 100
COc1cccc(C2=CC(c3ccccc3)n3ncnc3N2)c1 (configuration not stated) | 77
O=S(=O)(c1ccc(N2CC=C(c3ccccc3)CC2)nc1)N1CCCC1 | 68
O=C(O)c1c(F)c(F)c(F)c(F)c1-c1ccc(Cl)cc1 | 85
CCOc1ccc(OCC)c(S(=O)(=O)N2CCCCC2C)c1 (configuration not stated) | 133
COC(=O)c1ccc(Nc2cc(C)nc3ncnn23)cc1 | 120
Cc1ccc2c(c1)[nH]c1c(N3CCN(Cc4ccc5c(c4)OCO5)CC3)ncnc12 | 82
Cc1cccc2cc(COC(=O)C3CCCCC3)c(=O)[nH]c12 | 106
c1ccc(-c2nnc(OCCN3CCOCC3)c3ccccc23)cc1 | 110
COc1cccc(C2(O)CCN(C(=O)c3cccs3)CC2)c1 | 80
O=C(Nn1cnnc1)c1cc2c(s1)CCCCC2 | 103
COC(=O)c1ccc(C(=O)OC)c(NC(=O)COC(=O)C23CC4CC(CC(O)(C4)C2)C3)c1 | 96
Cc1nnc2n(CCc3ccccc3)c(=O)c3c4c(sc3n12)CCCC4 | 108
COc1ccc(NC(=O)C2CC(=O)OC2(C)C)cc1 (configuration not stated) | 91
CSc1cccc(NC(=O)CN(C)S(=O)(=O)c2ccccc2)c1 | 65
O=C(COC(=O)C1CCCO1)Nc1cccc(C(F)(F)F)c1 (configuration not stated) | 100
CC(C)(C)NC(=O)CN(C(=O)C1(C)CC(=O)N=C2C=CC=CN21)C1CCCC1 (configuration not stated) | 112
CC(=O)NCCc1ccc(S(=O)(=O)N(C)C2CCS(=O)(=O)C2)cc1 (configuration not stated) | 84
CCOC(=O)C(NC(C)=O)(OCc1ccc(F)cc1)C(F)(F)F (configuration not stated) | 79
COc1cc(-c2nc(S(=O)(=O)c3ccccc3)c(N3CCOCC3)o2)cc(OC)c1OC | 89
Cc1nn(CC(=O)NCc2cccnc2)c(=O)c2ccccc12 | 102
COC(=O)c1ccccc1NC(=O)c1cccs1 | 78
COc1cc(S(=O)(=O)N2CCN(c3ccccc3F)CC2)ccc1Cl | 89
Later entries.
SMILES | SK-BR-3 tox 24h
CC(C)n1c(NCc2c[nH]c3ccccc23)nc2ccccc21 | 66
Cc1cc(NC(=O)Cc2c(F)cccc2Cl)no1 | 83
CC1S/C(=C(\C#N)C(=O)NCc2ccco2)N(c2ccc(F)cc2)C1=O (configuration not stated) | 98
CCn1c(=O)cc(OCC(=O)O)c2ccccc21 | 108
c1csc(C2C3=C(Nc4ncnn42)c2ccccc2OC3)c1 (configuration not stated) | 104
O=C1c2oc3ccccc3c(=O)c2C(c2ccc(Cl)cc2)N1c1ncccn1 (configuration not stated) | 91
O=S(=O)(Nc1nc2ccccc2nc1N1CCN(c2ccccn2)CC1)c1ccc(Cl)cc1 | 85
COc1ccc(NC(=O)CSc2nnc(C(C)C)n2N)cc1 | 85
Cc1cc(C)nc(SCc2nc(N)nc(-c3ccccc3O)n2)n1 | 85
COC(=O)c1ccc2c(=O)n(NC(C)=O)c(=S)[nH]c2c1 | 87
CCCN1C2CCCC1CC(NC(=O)c1ccccc1F)C2 (configuration not stated) | 100
CCCc1cc(=O)n2[nH]c(-c3ccc(C)cc3)cc2n1 | 92
O=C(c1ccccc1)N(Cc1ccc(F)cc1)C1CCS(=O)(=O)C1 (configuration not stated) | 93
CCOCCn1c(CN2CCN(c3ccc(F)cc3)CC2)nc2c1c(=O)n(C)c(=O)n2C | 85
OCCn1c(SCCOc2ccccc2F)nc2ccccc21 | 91
O=C(CN1C(=O)COc2ccccc21)N(Cc1ccccc1)Cc1ccccn1 | 84
CN1CCN2c3ccccc3Cc3ccccc3C2C1 (configuration not stated) | 86
COC(=O)c1[nH]c2cc(OC)ccc2c1NC(=O)CCN1CCN(c2cccc(C)c2C)CC1 | 83
CCn1c(SCC(=O)N2CCOCC2)nc2oc3c(Cl)cc(Cl)cc3c(=O)c2c1=O | 98
OC1CN=C2CCCc3c2n(c2ccc(Cl)cc32)C1 (configuration not stated) | 86
NCCOc1ccccc1-c1ccccc1 | 94
CC(C)(C)c1nc(CN2CCCCC2)cc(CN2CCCCC2)c1O | 85
COC(=O)c1ccc(C(=O)OC)c(NC2=NS(=O)(=O)c3ccccc32)c1 | 93
CC1CCN(C(c2ccc(N(C)C)cc2)c2nnnn2Cc2ccc(F)cc2)CC1 (configuration not stated) | 108
CC(C)OCCCNC(=O)Cn1ncc2c(=O)oc3ccccc3c21 | 86
O=S(=O)(Cc1ccccc1Cl)N1CCCCC1 | 97
COc1cccc(NC(=O)c2cc(C(=O)Nc3cccc(OC)c3)n(C)n2)c1 | 86
C=CCOc1ccc(/C(O)=C2/C(=O)C(=O)N(CCCN3CCOCC3)C2c2ccccc2)cc1 (configuration not stated) | 74
CCCCS(=O)(=O)NC1=NCN(C2CCN(Cc3ccccc3)CC2)CN1 | 68
Cc1nn(-c2ccccc2)c2sc(C(=O)N(Cc3ccco3)C(C)C(=O)NC(C)(C)C)cc12 (configuration not stated) | 83

Screens deposited in PubChem BioAssay by SRMLSC.
